GPR151 ag – activators of human GPR151, primary screen, cell-based, PathHunter beta-arrestin, luminescence. PathHunter beta-arrestin GPR151 cells. 650,000 tested, 1% active. activation, % at 11.2 µM; in the data active = activation above about 4.9%;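 note: 0% = median of compound wells and 100% = cells with positive control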
TEAD-YAP inh – TEAD-YAP interaction inhibition, primary screen, TEAD-YAP interaction inhibitor project, luminescence, HEK-TIYL cells; inhibition, % at 9.12 µM; 640,000 tested, 1.4% active; TEAD-Gal4/YAP UAS-luciferase luminescence; in the data active = inhibition above about 32%;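 note: 0% = median of test compound wells and 100% = reference inhibitor wells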
MITF primary – MITF inhibitors, primary screen, biochemical, AlphaScreen, human. AlphaScreen MITF homodimerization, bead proximity signal. inhibition, % at 2.6 µM. Microphthalmia-associated transcription factor (Homo sapiens), O75030. AID 1259374, 2018. 650,000 tested, 0.91% active; in the data active = inhibition above about 50%;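 note: 0% = vehicle wells with protein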
FBW7 act – FBW7 E3 ligase activators, primary screen, biochemical, AlphaScreen, human. 650,000 tested, 0.13% active. F-box/WD repeat-containing protein 7 (Homo sapiens), Q969H0. normalized activity (activation), % at 26.1 µM. AlphaScreen FBW7–phospho-cyclin E peptide binding, activator screen. AID 1259310, 2017; in the data active = normalized activity above about 1.9%;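 note: purified mutant Fbw7 with reduced substrate affinity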
Target sequence (Q969H0 whole entry, looked up): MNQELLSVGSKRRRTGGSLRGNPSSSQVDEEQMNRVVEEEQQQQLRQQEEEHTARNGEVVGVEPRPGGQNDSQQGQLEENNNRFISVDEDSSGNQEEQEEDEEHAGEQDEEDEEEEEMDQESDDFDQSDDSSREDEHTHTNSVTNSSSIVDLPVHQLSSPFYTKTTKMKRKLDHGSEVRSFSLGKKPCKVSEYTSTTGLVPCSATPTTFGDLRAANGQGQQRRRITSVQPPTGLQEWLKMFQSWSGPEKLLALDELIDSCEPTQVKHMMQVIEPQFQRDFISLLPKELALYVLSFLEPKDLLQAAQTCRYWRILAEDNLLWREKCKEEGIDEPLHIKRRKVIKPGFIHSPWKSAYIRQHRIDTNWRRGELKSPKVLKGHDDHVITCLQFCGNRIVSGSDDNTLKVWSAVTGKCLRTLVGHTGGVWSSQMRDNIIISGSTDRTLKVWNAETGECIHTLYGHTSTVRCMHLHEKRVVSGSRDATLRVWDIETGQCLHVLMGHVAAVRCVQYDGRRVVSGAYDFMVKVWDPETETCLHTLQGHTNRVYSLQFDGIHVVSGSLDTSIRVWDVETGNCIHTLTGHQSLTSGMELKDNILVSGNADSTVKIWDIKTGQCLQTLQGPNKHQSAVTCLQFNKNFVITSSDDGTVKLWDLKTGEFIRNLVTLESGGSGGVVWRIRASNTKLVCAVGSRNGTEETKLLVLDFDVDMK
Active calls of the source: *.

nr	canonical_smiles	GPR151 ag	TEAD-YAP inh
1	Cc1ccc(NC(=O)CSc2nc3ccccc3c(=O)n2CCCC(=O)NCc2cccc(Cl)c2)cc1Cl	-0.3	8
2	CC1(C)Cc2c(ccc3ccccc23)C2=C(C(=O)N3CCCC3)C(=O)C(=O)N21	0.9	-7
3	COc1ccc(N2C(=O)NC(C(F)(F)F)(C(F)(F)F)C3=C2CC(C)(C)CC3=O)cc1	-0.1	1
4	CC(=O)c1ccc(N2CCN(C(=O)c3oc(=O)c4ccccc4c3-c3ccc(C)cc3)CC2)cc1	0.4	10
5	Cc1cc(=O)n2nc(N3CCCC(C(=O)Nc4cccc(C)c4C)C3)sc2n1 (stereo not given)	0.0	-10
6	CCCn1c(SCC(=O)N2CCCc3ccccc32)nnc1-c1cccnc1	1.0	13
7	Cc1ccc(F)c(CN2CCN3C(=O)[C@H](Cc4cnc[nH]4)NC(=O)[C@H]3C2)c1	2.1	0
8	CC(C)n1cnc2c(NCCN3CCOCC3)nc(Nc3ccncn3)nc21	2.5	-28
9	CC(=O)Nc1ccc(Nc2nc(NCCN3CCOCC3)nc3c2ncn3C(C)C)cc1	-1.7	18
10	Cc1ccc(Cl)cc1NC(=S)N(CCCN1CCCCCC1)Cc1ccco1	-0.5	7

nr	MITF primary	FBW7 act
1	3	0.3
2	-1	-0.2
3	4	0.2
4	6	-0.2
5	7	-0.3
6	-1	-0.1
7	-1	-0.3
8	-8	0.0
9	17	0.2
10	-11	-0.1

(next part)
nr	canonical_smiles	GPR151 ag	TEAD-YAP inh
11	CCC(C)(C)n1nnnc1C(c1ccc(C)cc1)N1CCSCC1 (stereo not given)	2.8	14
12	Cn1nc(-c2ccccc2)cc1NC(=O)c1cnc2scc(C(C)(C)C)n2c1=O	0.4	-4
13	O=C(COc1cccc([N+](=O)[O-])c1)N/N=C/c1cccc([N+](=O)[O-])c1O	0.4	7
14	CC1CCc2c(sc3nc(SCC(=O)c4ccccc4)n(-c4ccccc4)c(=O)c23)C1 (stereo not given)	0.8	-10
15	CCN(CC)CCCNC(=S)N1CCN(c2nc3ccccc3n2CC)CC1	-0.8	4
16	CCOC(=O)N1CCC(NCc2c(C(=O)O)c(C)n(Cc3cc(C)ccc3C)c2C)CC1	-0.5	7
17	Cc1ccc(S(=O)(=O)Nc2cccc(C(=O)NN)c2)cc1	0.1	-5
18	O=C(O)C1(c2ccccc2)CCN(S(=O)(=O)c2ccc(Cl)s2)CC1	-0.7	-5
19	O=C(Nc1ccc(Cl)c2ncsc12)c1ccc2c(c1)OCCO2	-2.2	-15
20	Cc1ccc(NC(=O)CSc2nnc3c(n2)[nH]c2ccc(S(=O)(=O)N(C)C)cc23)cc1Cl	-1.2	-5

nr	MITF primary	FBW7 act
11	-13	-0.2
12	4	0.3
13	5	-0.2
14	-15	0.1
15	10	0.2
16	2	-0.2
17	12	0.5
18	20	0.7
19	9	0.1
20	-2	-0.1

(further entries)
nr	canonical_smiles	GPR151 ag	TEAD-YAP inh
21	CNC(=O)c1ccc(-c2cccc(N(C)C)c2)nc1N(C)C	2.0	-20
22	C/C(NCCc1ccccc1)=C(/C#N)C(N)=O	-1.0	-23
23	CCC(C)(C(=O)NC1CCCC1)N(C(C)=O)c1ccc(C)cc1 (stereo not given)	-1.8	-2
24	O=C(Oc1ccc(Cl)cc1)c1ccc([N+](=O)[O-])cc1[N+](=O)[O-]	-0.9	16
25	O=C1NCCN(CC2CCCCC2)C1CC(=O)N1CCC(N2CCCCC2)CC1 (stereo not given)	0.6	-10
26	O=c1c(NCCN2CCN(c3ccccc3F)CC2)c(-c2ccc(Cl)cc2)c1=O	0.0	-1
27	Cc1noc(C)c1-c1ccc(C(=O)NCCCN2CCCC2=O)s1	0.5	3
28	O=C1NC(=Nc2ccccc2)S/C1=C/c1cccc(C(=O)O)c1	1.3	9
29	O=S(=O)(NCCCN1CCOCC1)c1ccc(Cl)cc1	2.3	-4
30	Cc1ccc(C)c(NC(=O)C(=O)NCCC(C)C)c1	1.5	9

nr	MITF primary	FBW7 act
21	-2	0.1
22	-3	-0.1
23	-7	-0.2
24	22	0.1
25	-6	-0.2
26	-12	0.0
27	13	0.1
28	-2	-0.1
29	-16	0.1
30	-14	0.1

Remaining list, next part.
nr	canonical_smiles	GPR151 ag	TEAD-YAP inh
31	Nc1c(C(=O)NCc2ccco2)nnn1Cc1ccccc1	1.8	4
32	Cc1c(C(=O)N2CCC(C(N)=O)CC2)sc2nc(-c3ccc(F)cc3)cn12	3.5	-43
33	COc1nsc2cc([N+](=O)[O-])cc(Oc3ccccc3)c12	0.5	6
34	CCS(=O)(=O)c1ccc(O)c(NC(=O)CCSc2ccc(C)cc2)c1	3.7	2
35	CCOC(=O)N1CCC2(CC1)C(C#N)=C(N)OC1=C2C(=O)CC(C)(C)C1	-0.6	-3
36	COc1cccc(-c2nnc3sc(NC(=O)c4ccccc4F)nn23)c1	0.3	-2
37	COc1ccc(NC(=S)NC(=O)c2ccc([N+](=O)[O-])cc2)c(OC)c1	3.1	8
38	CCc1ccc(NC(=O)N(CCOC)C2CCN(C(C)=O)CC2)cc1	-0.7	-9
39	CCN(C(=O)c1coc(=O)c2ccccc12)c1cccc(Cl)c1	0.0	39*
40	CCOC(=O)c1sc(NC(=O)c2ccc3ncsc3c2)cc1C	1.9	-58

nr	MITF primary	FBW7 act
31	-5	0.0
32	-2	0.0
33	17	0.4
34	-8	0.3
35	-4	0.0
36	2	0.1
37	5	0.0
38	5	0.1
39	6	-0.1
40	-2	0.3

Molecules shown so far with an aryl thioether with sulfur outside any ring (five):
nr	canonical_smiles	GPR151 ag	TEAD-YAP inh
1	Cc1ccc(NC(=O)CSc2nc3ccccc3c(=O)n2CCCC(=O)NCc2cccc(Cl)c2)cc1Cl	-0.3	8
6	CCCn1c(SCC(=O)N2CCCc3ccccc32)nnc1-c1cccnc1	1.0	13
14	CC1CCc2c(sc3nc(SCC(=O)c4ccccc4)n(-c4ccccc4)c(=O)c23)C1 (stereo not given)	0.8	-10
20	Cc1ccc(NC(=O)CSc2nnc3c(n2)[nH]c2ccc(S(=O)(=O)N(C)C)cc23)cc1Cl	-1.2	-5
34	CCS(=O)(=O)c1ccc(O)c(NC(=O)CCSc2ccc(C)cc2)c1	3.7	2

nr	MITF primary	FBW7 act
1	3	0.3
6	-1	-0.1
14	-15	0.1
20	-2	-0.1
34	-8	0.3

(list continues)
nr	canonical_smiles	GPR151 ag	TEAD-YAP inh
41	CCOc1ccc(NC(=O)c2ccc(N3CC4CC(C3)c3cccc(=O)n3C4)c(NC(=O)c3ccccc3Br)c2)cc1 (stereo not given)	0.9	-2
42	COc1ccc(N2CCN(c3cc(=O)n(-c4ccccc4C)c(=O)[nH]3)CC2)cc1	-1.9	-1
43	Cc1csc(=NC2CCCCC2)n1/N=C/c1ccco1	-0.5	-1
44	COc1ccc(NC(=O)CSc2nnc(CNC(=O)c3ccco3)n2-c2ccccc2OC)cc1	0.6	21
45	O=C(CN1CCCC(O)C1)N1c2ccccc2Sc2ccc(C(F)(F)F)cc21 (stereo not given)	9.5*	2
46	CCOC(=O)C1=C(c2ccccc2)N=c2s/c(=C\c3ccc(O)cc3)c(=O)n2C1c1cccs1 (stereo not given)	2.5	-5
47	O=C(/C=C(/Nc1ccc(Br)cc1)C(F)(F)F)c1ccc(Br)cc1	0.0	-9
48	Cc1ccc2[nH]c3c(N(C)C)ncnc3c2c1	-0.6	-39
49	Cc1ccccc1Nc1nnc(SCC(=O)NC(C)(C#N)C2CC2)s1 (stereo not given)	-1.0	14
50	COC(=O)c1sc2ccccc2c1NC(=O)c1ccc(S(=O)(=O)N2CCCC2)cc1	0.3	-9

nr	MITF primary	FBW7 act
41	-2	0.1
42	0	0.0
43	25	-0.2
44	11	0.2
45	23	0.1
46	-15	0.0
47	15	0.4
48	24	0.2
49	-56	0.0
50	-36	0.2

Single entries from the results shown:
no. 42 – MITF primary: 0
no. 50 – GPR151 ag: 0.3

The results go on:
nr	canonical_smiles	GPR151 ag	TEAD-YAP inh
51	C/C(N)=C(/C#N)C(=O)COC(=O)CCCNS(=O)(=O)c1cccc2nsnc12	3.8	-3
52	Cc1ccc(-n2cc(CN3CCN4C(=O)[C@@H]5CSCN5C(=O)[C@H]4C3)cn2)cc1	0.1	0
53	Cc1ccc(NC(=O)c2sc(=S)n(-c3ccc(C)c(C)c3)c2N)cc1	2.4	2
54	Cc1c(Cl)cccc1NC(=O)N1CCOCC1	-0.3	6
55	OCC1CCCN1c1nc2ncnc(NC3CC3)c2[nH]1 (stereo not given)	2.6	-1
56	CCOC(=O)Nc1sc2c(c1C(=O)OC(C)C)CCC(C)C2 (stereo not given)	-1.2	4
57	CCCCC(=O)Nc1nnc(CCOCCc2nnc(NC(=O)CCCC)s2)s1	0.8	2
58	CCN(c1ccccc1)S(=O)(=O)c1nnc(NC(=O)C23CC4CC(CC(C4)C2)C3)s1	0.6	0
59	CSCCC(=O)N1CCC2(CC1)CC2C(=O)NCCCc1ccccc1 (stereo not given)	-1.3	-1
60	Fc1ccccc1C1CCN(Cc2ccncc2)CC1	-0.3	3

nr	MITF primary	FBW7 act
51	2	0.1
52	16	-0.3
53	-2	0.1
54	-6	-0.2
55	7	0.0
56	8	-0.2
57	-5	0.1
58	11	0.0
59	9	0.0
60	70*	-0.2

Reprinted at random: two entries already listed, in no set order.
nr	canonical_smiles	GPR151 ag	TEAD-YAP inh
3	COc1ccc(N2C(=O)NC(C(F)(F)F)(C(F)(F)F)C3=C2CC(C)(C)CC3=O)cc1	-0.1	1
52	Cc1ccc(-n2cc(CN3CCN4C(=O)[C@@H]5CSCN5C(=O)[C@H]4C3)cn2)cc1	0.1	0

nr	MITF primary	FBW7 act
3	4	0.2
52	16	-0.3

Next part
nr	canonical_smiles	GPR151 ag	TEAD-YAP inh
61	O=c1[nH]c(SCc2ccc(OC(F)(F)F)cc2)nc2ccccc12	0.7	0
62	COc1ccc(OC)c(-c2cc(Cl)c3c(c2)CC(CNC(=O)CCC(=O)N(C)C)O3)c1 (stereo not given)	0.2	-11
63	Cc1cccc(N(C)S(=O)(=O)c2ccc3c(c2)CCN3C(=O)C2CCC2)c1	-0.6	-3
64	CC(=O)Nc1nnc(SCC(=O)Nc2cc(Cl)ccc2C)s1	3.1	24
65	CN(C)C(=O)CN(c1cccc([N+](=O)[O-])c1)S(=O)(=O)c1ccccc1	-0.1	-10
66	COc1ccc2cc(CN(Cc3ccco3)C(=O)NCc3ccccc3)c(=O)[nH]c2c1	0.0	15
67	O=C(O)CNc1cc(S(=O)(=O)N2CCOCC2)ccc1SCC(=O)O	0.1	2
68	O=C(NC1CCCCC1)O/N=C(/c1ccccc1)c1ccncc1	0.7	14
69	S=C(NCCN1CCOCC1)NCc1ccccc1Cl	-1.7	-4
70	CCC(C)N=Cc1c(O)n(-c2c(C)cc(C)cc2C)c(=O)[nH]c1=O (stereo not given)	-0.2	-7

nr	MITF primary	FBW7 act
61	0	0.0
62	8	0.1
63	10	0.0
64	-1	0.0
65	6	0.1
66	11	0.2
67	0	-0.1
68	10	-0.1
69	-7	-0.1
70	8	-0.1

Continuation:
nr	canonical_smiles	GPR151 ag	TEAD-YAP inh
71	O=C(Nc1cccc(-n2cccn2)c1)C1CCCN(Cc2cccc(F)c2F)C1 (stereo not given)	0.1	-4
72	Cc1cc(C)cc(N(CC(=O)NCCC(C)C)C(=O)CCC(=O)Nc2ccccn2)c1	-0.1	-6
73	CN(C)c1ccc(C(=O)Nc2nc3ccc(Cl)cc3s2)cc1	-0.4	-26
74	O=C(c1ccc2ncccc2c1)N1CCC(n2c(C3CCCO3)nc3ccccc32)CC1 (stereo not given)	1.3	1
75	CCN(CC)C(=O)C(C)N(c1ccccc1)S(C)(=O)=O (stereo not given)	-0.1	3
76	CCn1c(/C=C/c2cn(Cc3ccccc3)c3ccccc23)nc2ccccc2c1=O	1.9	3
77	Cc1ccc(-c2nc(C3CCCN(S(=O)(=O)c4ccc(C)cc4)C3)no2)cc1 (stereo not given)	-0.3	-6
78	O=C(Cc1ccccc1[N+](=O)[O-])NCc1ccc(Cl)cc1	-0.8	-26
79	O=C(N/N=C\c1ccccc1Cl)c1ccccn1	-5.3	-13
80	Nc1ncnc(NNC(=O)CNC(=O)c2ccc(S(=O)(=O)N3CCCC3)cc2)c1[N+](=O)[O-]	-0.4	-8
81	CN(C)/N=C/c1cnn(-c2ccccc2)c1	1.4	2
82	COc1ccc2oc(=O)c(C(=O)NCCCn3ccnc3)cc2c1	-0.6	4

nr	MITF primary	FBW7 act
71	-1	0.1
72	-4	-0.1
73	-1	-0.1
74	9	0.0
75	-18	0.0
76	-12	0.3
77	-6	0.0
78	-3	-0.3
79	-8	-0.1
80	29	-0.1
81	10	0.1
82	1	0.1

From PubChem
